Bioassay records: PubChem, National Center for Advancing Translational Sciences (NCATS)
RECQ1 inh – RECQ1 (human) helicase inhibition; P46063; RECQ1 DNA unwinding, red fluorescence kinetic read; Potency, µM (top dose mostly 57.3 µM), inactives show at the highest dose activity, negative = inhibition, usual class: inhibitors; 0.54% of 240,000 active; AID 2549;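 note: plate controls were vehicle for no effect and no enzyme for full effect; nearly all actives have a fitted effect of over 30% in size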
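RECQ1T1 50 nM; forked duplex (20 bp + 30-nt ss tails) 200 nM, ATP 2 mM final; pH 8.0, 2 mM MgCl2, 2.5 ug/ml poly(dI-dC); 15 min compound preincubation; discontinuous kinetic read over 2 h at RT.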
TRb-SRC2 inh – TRbeta-SRC2 interaction inhibition; Potency, µM (highest dose often 106 µM), for inactives: at the top dose activity change, negative = inhibition, most hits filed as inhibitors; P10828; 0.065% of 280,000 active; TRbeta-SRC2 peptide binding, fluorescence polarization; receptor liganded with 1 µM T3;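 note: plate controls were bound peptide for no effect and peptide without receptor for full effect; nearly all actives have a fitted effect of over 50% in size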
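Each compound concentration gave % activity, normalized to unbound and bound Texas Red SRC2 controls, from polarization read after 5 hr ambient incubation with T3-loaded human TRb LBD.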
HTT cytoprotect – protects HTT-Q103 PC12 cells, measured by ATP. PC12 HTT-Q103 induced, cytoprotection, ATP luminescence, 40 h. Potency, µM (doses to about 56.4 µM), for inactives: cytoprotection (ATP increase), actives largely listed as activators. 0.14% of 230,000 active. AID 1471;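 note: % of control where 0% means no effect; nearly all actives have a fitted effect of over 45% in size; toxic huntingtin expression switched on by the ecdysone agonist tebufenozide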
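Quantitative HTS on tebufenozide-induced (100 nM) PC12 cells expressing HTTQ103 exon 1–GFP; compounds tested as a concentration series; survival measured via cellular ATP.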
TR SRC2 fluor cs – Texas Red fluorescence interference in TRb-SRC2 counter-screen; TRb/SRC2 Texas Red total fluorescence interference; Potency, µM (doses to about 106 µM), without a hit: at the highest dose fluorescence change, negative = quenching; 0.29% of 280,000 active; AID 1479; active = well fitted curve in either direction with a large enough effect; inconclusive = small, poorly fitted or top-dose-only effect; note: % is set by controls: 0 for no effect and ±100 for the full control effect
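Human TRb ligand-binding domain at 0.6 uM with 20 nM Texas Red SRC2 peptide in Tris buffer containing 1 uM T3 and 5% DMSO, incubated with compound 5 h at ambient temperature. Total fluorescence (555/632 nm) calculated as parallel + 2 × perpendicular.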
Tau fibril FP – tau fibrillization inhibition (FP). P10636. K18 P301L tau heparin fibrillization, Alexa594 FP, 6 h. Potency, µM (highest dose often 57.7 µM), inactives show top-dose activity, negative = inhibition, hits mostly inhibitors. 0.39% of 280,000 active. AID 1468; note: % is set by controls: 0 for no effect and ±100 for the full control effect; nearly all actives have a fitted effect of over 55% in size
Target sequence (P10636 561-689 P618L limits assumed): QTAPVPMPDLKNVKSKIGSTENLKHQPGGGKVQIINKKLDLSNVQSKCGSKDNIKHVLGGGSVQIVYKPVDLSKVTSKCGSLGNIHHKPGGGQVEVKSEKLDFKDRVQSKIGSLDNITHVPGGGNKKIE
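FP of Alexa 594-tau after heparin (20 uM) induction. Substrate: human K18 P301L, 15 uM unlabeled, 0.24 uM labeled. Buffer 100 mM sodium acetate pH 7. 6 hr, 37 C.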
Tau ThT inhib – inhibitors of human tau fibril formation, thioflavin T binding; recombinant tau K18 P301L, heparin-induced fibrillization, ThT fluorescence; Potency, µM (top dose mostly 57.4 µM), inactives show at the highest dose activity, negative = inhibition, usual class: inhibitors; 2.1% of 270,000 active; note: % is set by controls: 0 for no effect and ±100 for the full control effect; nearly all actives have a fitted effect of over 55% in size
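K18 P301L tau (15 uM + 0.24 uM Alexa 594-tagged), heparin 20 uM, NaOAc pH 7, 6 h 37 C; ThT 30 uM, 1 h RT, ex 450/em 510 nm.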
Tau fluor counter – counter-screen for tau fibril formation inhibitors; 0.93% of 280,000 active; AID 1463; Potency, µM (titrated, usually from 57.7 µM), inactives show at the highest dose activity change, negative = decrease; tau K18 P301L Alexa594 fluorescence, heparin fibrillization; note: % is set by controls: 0 for no effect and ±100 for the full control effect; nearly all actives have a fitted effect of over 55% in size
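Human tau K18 P301L (15 uM unlabeled, 0.24 uM Alexa 594-labeled) in 100 mM sodium acetate pH 7 with 20 uM heparin, 6 hr at 37 C. ThT 30 uM added, 1 hr ambient; Alexa 594 FP and total fluorescence read at 555/632 nm.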
L3MBTL1 inh – L3MBTL1 (human) inhibition. AlphaScreen L3MBTL1–H3K9me1 peptide binding. Q9Y468. Potency, µM (titrated, usually from 57.1 µM), inactives show at the top dose activity, negative = inhibition, most hits filed as inhibitors. 0.66% of 230,000 active; note: % is set by controls: 0 for no effect and ±100 for the full control effect; nearly all actives have a fitted effect of over 60% in size
Target sequence (Q9Y468 whole entry, looked up): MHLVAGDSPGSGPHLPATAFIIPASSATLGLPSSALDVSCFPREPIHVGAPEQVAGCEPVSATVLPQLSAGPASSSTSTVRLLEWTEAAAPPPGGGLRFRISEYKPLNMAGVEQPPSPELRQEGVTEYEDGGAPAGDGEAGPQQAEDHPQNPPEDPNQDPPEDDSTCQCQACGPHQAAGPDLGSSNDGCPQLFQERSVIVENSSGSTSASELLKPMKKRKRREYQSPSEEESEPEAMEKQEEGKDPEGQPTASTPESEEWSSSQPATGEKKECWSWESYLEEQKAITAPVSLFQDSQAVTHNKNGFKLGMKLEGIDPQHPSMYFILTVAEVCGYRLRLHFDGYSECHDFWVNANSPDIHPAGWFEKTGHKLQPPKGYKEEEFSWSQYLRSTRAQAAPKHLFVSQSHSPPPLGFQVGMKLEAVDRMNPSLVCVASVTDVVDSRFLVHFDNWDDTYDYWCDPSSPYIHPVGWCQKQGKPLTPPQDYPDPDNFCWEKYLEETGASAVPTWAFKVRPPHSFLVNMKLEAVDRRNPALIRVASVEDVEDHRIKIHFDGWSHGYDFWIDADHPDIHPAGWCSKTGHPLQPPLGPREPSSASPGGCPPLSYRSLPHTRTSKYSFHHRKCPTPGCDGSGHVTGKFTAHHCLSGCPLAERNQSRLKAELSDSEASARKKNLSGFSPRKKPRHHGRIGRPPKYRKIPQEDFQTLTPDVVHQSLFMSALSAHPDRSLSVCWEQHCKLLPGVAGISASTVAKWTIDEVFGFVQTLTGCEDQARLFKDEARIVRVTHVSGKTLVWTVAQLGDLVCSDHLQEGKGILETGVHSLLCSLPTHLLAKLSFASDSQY
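L3MBTL1 (50 nM) pre-complexed 30 min with biotinylated H3(1-15)K9me1 peptide (75 nM), then compounds added for 30 min at room temperature; AlphaScreen streptavidin donor/nickel chelate acceptor beads (10 ug/mL final) read after 30 min dark incubation.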
An asterisk follows results filed as active; i = inactive; ? = inconclusive; nt = no result given; [ ] = another dose, or the depositor's remark. Unless noted, calls come from the whole dose curve; as a rule, active = well fitted curve in the direction sought with a large enough effect; inconclusive = small, poorly fitted or top-dose-only effect, or another doubt; inactive = no such curve, though single readings can be large; an effect the other way counts as inactive or inconclusive. Potency is the fitted concentration of half-maximal effect. These rows are one share of the data (hit frequency here may not be typical).

SMILES	RECQ1 inh	TRb-SRC2 inh	HTT cytoprotect	TR SRC2 fluor cs	Tau fibril FP	Tau ThT inhib	Tau fluor counter	L3MBTL1 inh
CCOCC(=O)Nc1nc2c(s1)C(=O)CC(C)(C)C2	-2.7%	2.4%	-9.1%	-3.9%	-0.2%	1.4%	0.0%	21.2%
Cc1ccc(-c2nc3cccnc3s2)cc1NS(=O)(=O)c1cccs1	i	2.6%	-1.2%[10 µM]	-3.2%	-8.9%	-8.8%	?	0.3%
COc1cccc(N2C(=O)N(CC(=O)NCc3cccc(OC)c3OC)c3ccccc3S2(=O)=O)c1	nt	-7.2%	nt	-2.0%	-9.7%	14.2%	-0.9%	nt
Cc1ccnc(SCC(=O)c2cccs2)n1	-5.1%	-6.8%	-24.3%	0.4%	-2.3%	-6.7%	-1.9%	nt
CCOc1[nH]n(-c2ccc(Cl)cc2)c(=O)c1C=NCC(=O)OC	-2.4%	-3.8%	-32.4%[inhibitor]	-1.2%	0.5%	-6.9%	-14.2%	-5.9%
c1ccc(CSc2ccc(-c3ccc4c(c3)OCO4)nn2)cc1	-0.3%	4.6%	-8.8%[10 µM]	-0.7%	-11.1%	?	-12.8%	13.1%
O=C1CC(=O)Nc2cc(S(=O)(=O)N3CCN(c4cccc(C(F)(F)F)c4)CC3)ccc2N1	-5.6%	4.1%	-2.4%	1.5%	-16.0%	?	-26.3%	nt
COc1cc(OC)c(C2=NOC(C(=O)O)C2)cc1Cl (configuration not stated)	-4.0%	1.4%	-15.9%	-4.1%	-4.5%	-3.8%	-4.7%	0.4%
CS(=O)(=O)N(Cc1ccccc1)c1ccc(C(=O)Nc2ccccc2Sc2ccccc2)cc1	-29.4%	-15.2%	31.6%[10 µM]	-0.6%	-4.6%	-6.2%	?	-2.9%
O=C(CSc1ccccc1)Nc1cccnc1	i	0.8%	-14.1%[0.074 µM]	3.9%	8.2%	-0.5%	8.3%	nt
CC(C)Oc1ccc(C2CC(=O)N(c3cccc(Br)c3)C2=O)cc1 (configuration not stated)	-3.3%	-7.5%	14.7%[10 µM]	0.7%	1.5%	-11.2%	-21.7%	4.1%
CCOc1ccccc1CNC(=O)Cn1cc2c(n1)-c1c(oc(C(=O)N3CCCC3)c1C)CC2	nt	0.8%	nt	-0.5%	0.3%	-7.3%	-3.6%	nt
C=CCN1C(=O)S/C(=C\c2ccc(N3CCOCC3)cc2C)C1=O	-24.4%	-21.3%	-23.1%	13.5%	4.6%	?	?	nt
Cc1cc(Nc2ccc3c(c2)OCCO3)n2nc(C)nc2n1	-5.3%	-4.7%	-6.3%	-1.9%	1.4%	-9.4%	-2.4%	nt
COC(=O)[C@H](C)NC(=O)C/C=C\[C@@H](C)[C@@H](CO)OC	-4.2%[11.5 µM]	0.5%[11.2 µM]	?	-2.5%[11.2 µM]	-10.6%[11.6 µM]	1.0%[11.5 µM]	-0.1%[11.6 µM]	nt
COc1ccc(CCNC(=O)C(=O)NCC(c2cccs2)S(=O)(=O)c2ccc(C)cc2)cc1 (configuration not stated)	nt	2.5%	nt	-0.1%	-14.1%	0.6%	-7.7%	nt
Cc1cc(Nc2ccccc2)nn1C(=O)c1ccc([N+](=O)[O-])cc1	-1.5%	2.3%	29.5%[10 µM]	-6.7%	-2.1%	-11.1%	?	-3.3%
CN(C)S(=O)(=O)c1cc(NC(=O)CN2CCN(c3ccccc3)CC2)ccc1Cl	-0.4%	-4.4%	3.7%[1.9 µM]	4.0%	10.1%	-7.9%	?	-6.2%
CCOc1ccccc1NC(=S)N1CCC(NC(=O)c2ccco2)CC1	i	2.8%[53 µM]	?	0.5%[53 µM]	-4.2%	-8.4%	-6.8%	0.0%
O=C(Cn1c(=O)oc2ccccc21)Nc1ccccc1N1CCOCC1	-1.5%	-5.6%	-13.7%	-3.7%	1.8%	-6.0%	-6.6%	4.3%
Cc1cc2ccccc2c(=O)n1CC(=O)N1CCN(c2cccc(Cl)c2)CC1	i	-6.7%	-7.1%	2.2%	-2.3%	-7.8%	-10.2%	nt
COC(=O)c1cc2oc(C)cc2n1CC(=O)Nc1ccc(C)cc1C	nt	-0.2%	nt	-35.9%	8.4%	-10.9%	-3.5%	nt
O=C(NCc1ccco1)c1ccccc1NC(=O)C1CC(=O)N(c2ccc(Cl)cc2)C1 (configuration not stated)	-4.9%	-1.8%	-22.2%	-2.3%	0.2%	-5.0%	-6.6%	0.4%
CC1(N2CCOCC2)C(=O)c2ccccc2C1=O	-3.7%	-0.4%	8.6%[10 µM]	-2.7%	1.1%	0.9%	3.7%	12.6%
O=C(CSc1nnc(NC(=O)c2ccco2)s1)Nc1ccc(F)cc1	10.3%	-4.7%	-37.0%	-0.7%	-11.2%	2.0%	-6.5%	-6.9%
COc1cc(OC)c2c(C)cc(=O)oc2c1C(CCN1CCOCC1)c1ccc(N(C)C)cc1 (configuration not stated)	-2.1%	-0.9%	-32.8%[10 µM]	-7.6%	0.4%	-0.7%	3.4%	nt
NC(=S)N/N=C/c1c[nH]c2ccccc12	-6.5%	4.2%	38.7%[10 µM]	-27.6%	7.7%	nt	?	nt
Cc1ccccc1CSc1nsc(N)n1	-12.8%	-5.4%	27.4%	-2.4%	-4.0%	-15.4%	-11.2%	2.1%
N#Cc1cc([N+](=O)[O-])ccc1NC(=O)COC(=O)CC1CCCC1	i	-7.5%	-4.0%[10 µM]	-2.1%	5.1%	?	?	nt
CCOc1cc(S(=O)(=O)N2CCC(c3nc4ccccc4s3)CC2)c(OCC)cc1S(=O)(=O)N1CCCCC1	-6.1%	-14.7%	4.4%	-4.6%	0.7%	-13.7%	-6.4%	-0.3%

7 entries out of the list, arranged by formula weight, falling:
SMILES	RECQ1 inh	TRb-SRC2 inh	HTT cytoprotect	TR SRC2 fluor cs	Tau fibril FP	Tau ThT inhib	Tau fluor counter	L3MBTL1 inh
CCOc1cc(S(=O)(=O)N2CCC(c3nc4ccccc4s3)CC2)c(OCC)cc1S(=O)(=O)N1CCCCC1	-6.1%	-14.7%	4.4%	-4.6%	0.7%	-13.7%	-6.4%	-0.3%
COc1ccc(CCNC(=O)C(=O)NCC(c2cccs2)S(=O)(=O)c2ccc(C)cc2)cc1 (configuration not stated)	nt	2.5%	nt	-0.1%	-14.1%	0.6%	-7.7%	nt
COc1cc(OC)c2c(C)cc(=O)oc2c1C(CCN1CCOCC1)c1ccc(N(C)C)cc1 (configuration not stated)	-2.1%	-0.9%	-32.8%[10 µM]	-7.6%	0.4%	-0.7%	3.4%	nt
O=C(CSc1nnc(NC(=O)c2ccco2)s1)Nc1ccc(F)cc1	10.3%	-4.7%	-37.0%	-0.7%	-11.2%	2.0%	-6.5%	-6.9%
O=C(Cn1c(=O)oc2ccccc21)Nc1ccccc1N1CCOCC1	-1.5%	-5.6%	-13.7%	-3.7%	1.8%	-6.0%	-6.6%	4.3%
COC(=O)c1cc2oc(C)cc2n1CC(=O)Nc1ccc(C)cc1C	nt	-0.2%	nt	-35.9%	8.4%	-10.9%	-3.5%	nt
NC(=S)N/N=C/c1c[nH]c2ccccc12	-6.5%	4.2%	38.7%[10 µM]	-27.6%	7.7%	nt	?	nt

New compounds follow
SMILES	RECQ1 inh	TRb-SRC2 inh	HTT cytoprotect	TR SRC2 fluor cs	Tau fibril FP	Tau ThT inhib	Tau fluor counter	L3MBTL1 inh
Cc1noc(C)c1CSc1nnc(-c2ccccc2)n1Cc1ccco1	-3.1%	-3.7%	-23.5%[10 µM]	-0.7%	?	-5.6%	-3.1%	5.9%
COc1ccc(C(=O)NNC(=O)c2ccc(S(=O)(=O)N3CCCCC3)cc2)cc1	-8.9%	-12.3%	2.9%[10 µM]	-0.8%	-4.5%	-8.7%	-8.3%	5.4%
CCOC(=O)c1cc(-c2ccc(F)cc2)n(CCC(=O)Nc2cc(OC)cc(OC)c2)c1C	nt	4.7%	nt	-2.5%	-13.8%	-3.9%	-24.8%	nt
COc1ccccc1CCNC(=O)c1cc(-c2ccncc2)nc2ccc(Br)cc12	i	-1.1%	-12.5%[10 µM]	1.3%	2.2%	-0.5%	-26.1%	7.6%
CC1(C)C(=O)OC(/C=C/c2cccc([N+](=O)[O-])c2)C(C)(C)C1=O (configuration not stated)	-2.9%	3.7%	17.7%[10 µM]	-4.3%	0.4%	-8.6%	-15.8%	-4.4%
O=C(Cc1n[nH]c(=O)[nH]c1=O)N/N=C/c1ccccc1O	-0.2%	0.5%	-8.0%	-0.2%	-3.4%	-9.3%	-6.9%	2.0%
O=C1C(Cl)=C(NC2CCCCC2)C(=O)N1Cc1ccccc1	-24.1%	1.0%	15.2%	-0.7%	-9.9%	-12.6%	-14.1%	nt
CCCC(c1nnnn1CC1CCCO1)N1CCN(c2nc3ccccc3s2)CC1 (configuration not stated)	-0.5%	-7.5%	9.3%[1.9 µM]	-1.9%	-5.0%	-9.3%	-6.7%	-6.6%
CCCNC(=O)NC(=O)COC(=O)c1ccc(OC)c(S(=O)(=O)N2CCCc3ccccc32)c1	?	1.8%	19.5%[10 µM]	-1.3%	-8.3%	-13.6%	?	-10.0%
COc1ccccc1N=C1SC(C)CN1C(=O)C1CCC1 (configuration not stated)	-10.6%	-16.1%	12.5%	0.6%	-0.8%	-1.0%	-2.0%	21.5%
CS(=O)(=O)N(CC(=O)N1CCc2ccccc2C1)Cc1ccc(Cl)cc1	-14.0%	6.5%	1.0%	-3.2%	4.5%	2.5%	-3.3%	nt
O/N=C1/C2C3C(Br)C4C5CC(C1C53)C24 (configuration not stated)	-7.9%	-3.3%	nt	-4.5%	0.7%	-11.2%	-14.6%	3.0%
Cc1ccc(-n2nc(CO)c(C(=O)NCC(c3ccccc3)c3ccccc3)n2)cc1	nt	-4.8%	nt	-0.5%	-11.1%	6.7%	4.6%	nt
Cc1ccc2c(=O)cc(C(=O)N(Cc3ccccc3Cl)C3CCS(=O)(=O)C3)oc2c1 (configuration not stated)	nt	4.2%	nt	5.7%	-2.4%	0.5%	0.1%	nt
